# HT1080 IDH1KD tx: qHTS for induction of synthetic lethality in tumor cells producing 2HG: qHTS for the HT-1080-IDH1KD cell line | HT-1080 IDH1 knockdown viability, ATP luminescence, 48 h | Potency, µM (doses to about 46.1 µM), for the others: top-dose activity, negative = toxicity, most hits filed as cytotoxic | 2% of 360,000 active | AID 686971, 2013;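 note: potency is the fitted concentration of half-maximal effect; 0% = DMSO wells and -100% = cell-free medium wells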
#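 In this qHTS, HT-1080 cells depleted of IDH1 are exposed for 48 h at 37 °C to compound titrations. Toxicity is scored from CellTiter-Glo luminescence, with DMSO as full viability and medium alone as none.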
# KB-3-1 tox: qHTS assay for MDR1-selective chemotherapeutics: Primary screen using the parental adenocarcinoma cell KB-3-1; AID 1347075, 2019; KB-3-1 viability, CellTiter-Glo ATP luminescence, 72 h; 1.4% of 400,000 active; Potency, µM (titrated, usually from 46.1 µM), inactives show at the top dose activity change, negative = cytotoxic, usual class: cytotoxic; note: potency is the fitted concentration of half-maximal effect; % is set by controls: 0 for no effect and ±100 for the full control effect; nearly all actives have a fitted effect of over 60% in size
#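 Here the drug-naive KB-3-1 line serves as comparator for MDR sub-line selectivity; cells received compound titrations, 72 h at 37 °C, then CellTiter-Glo readout.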
# KB-V1 MDR tox: qHTS assay for MDR1-selective chemotherapeutics: Primary screen using the drug-selected MDR subline cells KB-V1. KB-V1 MDR cells viability, CellTiter-Glo, 72 h. Potency, µM (series often up to 46.1 µM), for the others: at the top dose activity change, negative = cytotoxicity, hits mostly cytotoxic. 3.4% of 400,000 active; note: potency is the fitted concentration of half-maximal effect; % is set by controls: 0 for no effect and ±100 for the full control effect; nearly all actives have a fitted effect of over 60% in size
#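 Following 72 h at 37 degrees C with compound, KB-V1 cell viability was read by CellTiter-Glo luminescence, medium being phenol-red-free DMEM plus 10% FBS; concentration-response parameters came from normalized, curve-fitted qHTS data.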
# MCF10A rerep: A quantitative high throughput screen for small molecules that induce DNA re-replication in MCF 10a normal breast cells. MCF 10A DNA re-replication, Hoechst nuclear intensity, 48 h. Potency, µM (doses to about 46.1 µM), for the others: at the top dose activity, positive = re-replication, most hits filed as activators. 2.9% of 350,000 active. AID 624296, 2012; note: potency is the fitted concentration of half-maximal effect; % of control where 0% means no effect; nearly all actives have a fitted effect of over 50% in size
# ATXN viability: Viability Counterscreen for Primary qHTS for Inhibitors of ATXN expression. S2 cells (HEK-293 line with an ATXN2-luciferase reporter) viability, CellTiter-Fluor protease fluorescence, 24 h. Potency, µM (titrated, usually from 56.7 µM), usual class: cytotoxic. 0.49% of 400,000 active. AID 651635, 2014; note: potency is the fitted concentration of half-maximal effect; nearly all actives have a fitted effect of over 40% in size
# SW480 rerep: A quantitative high throughput screen for small molecules that induce DNA re-replication in SW480 colon adenocarcinoma cells; SW480 DNA re-replication, Hoechst DNA content imaging, 48 h; 1.8% of 340,000 active; AID 624297, 2012; Potency, µM (doses to about 46.1 µM), inactives show at the highest dose re-replication activation, hits mostly activators; note: potency is the fitted concentration of half-maximal effect; % of control where 0% means no effect; nearly all actives have a fitted effect of over 55% in size
#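 Image-based read-out: total Hoechst fluorescence of nuclei (405 nm excitation, 500-530 nm emission), with hits raising the fraction of high-intensity nuclei. SW480 colon cells incubated 48 hr with compounds at 37 C.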
# HT1080NT lethal: qHTS for induction of synthetic lethality in tumor cells producing 2HG: qHTS for the HT-1080-NT fibrosarcoma cell line; HT-1080-NT fibrosarcoma viability, CellTiter-Glo ATP luminescence, 48 h; Potency, µM (titrated, usually from 46.1 µM), for the others: at the top dose activity, negative = less viability, most hits filed as cytotoxic; 1.6% of 360,000 active;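 note: NT is the 2HG producing partner of a matched IDH1 knockdown line; potency is the fitted concentration of half-maximal effect; 0% = DMSO-treated cells and -100% = media-only wells without cells; nearly all actives have a fitted effect of over 55% in size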
#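 Compounds were tested in concentration-response format on HT-1080-NT cells for 48 hours at 37 degrees C. Cell viability came from CellTiter-Glo luminescence; curves were classified by r2, response magnitude and activity.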
# IL-1B inflam inh: qHTS for Inhibitors of Inflammasome Signaling: IL-1-beta AlphaLISA Primary Screen; THP-1 LPS/ATP IL-1B secretion, AlphaLISA, 16 h; stronger effect = lower value; activity change, % at 57.5 µM; 4.7% of 360,000 active; in the data active = activity change below about -50%; inconclusive = mostly about -30% to -49%; note: % is set by controls: 0 for no effect and ±100 for the full control effect
#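 Secreted IL-1B measured by AlphaLISA bead assay after 16 h compound exposure of THP-1 cells; compounds (final up to 57.5 uM) added 1 h before LPS (250 ng/mL) and ATP (1.25 mM) stimulation; lower signal means less secretion.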
# ATXN2 expr inh: Primary qHTS for Inhibitors of ATXN expression. HEK-293 ATXN2-luciferase reporter, luminescence, 24 h. Potency, µM (series often up to 57 µM), without a hit: top-dose activity change, negative = inhibition, most hits filed as inhibitors. 0.72% of 360,000 active; note: potency is the fitted concentration of half-maximal effect; % is set by controls: 0 for no effect and ±100 for the full control effect; nearly all actives have a fitted effect of over 55% in size
#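 qHTS (up to 57 uM final) was run with 24 h compound exposure of reporter cells at 37 °C. Each well was multiplexed: SteadyGlo luminescence measured ATXN2-luciferase expression after a fluorogenic Gly-Phe-AFC viability readout (25 uM final).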
# * marks the source's active call; other numbers are inactive results; i = inactive; ? = inconclusive; . = no result given; [ ] = another dose, or the depositor's remark. Unless noted, calls come from the whole dose curve; as a rule, active = well fitted curve in the direction sought with a large enough effect; inconclusive = small, poorly fitted or top-dose-only effect, or another doubt; inactive = no such curve, though single readings can be large; an effect the other way counts as inactive or inconclusive.
# Values run as follows: HT1080 IDH1KD tx, KB-3-1 tox, KB-V1 MDR tox, MCF10A rerep, ATXN viability, SW480 rerep, HT1080NT lethal, IL-1B inflam inh, ATXN2 expr inh
- Cc1ccc(-n2c(C)cc(/C=N\NC(=O)CC(=O)NC(C)C)c2C)cc1
    -10%, 13%, 12%, 5%, i, 13%, -4%, -15, 0%
- COc1cccc(N2CCN(S(=O)(=O)c3ccc4nc(-c5ccccc5)[nH]c4c3)CC2)c1
    -16%, -2%, 0%, 3%, i, -3%, -15%, -13, -1%
- CC(=O)OCCN1C(=O)c2cccnc2C1=O
    -3%[9.24 µM], 12%, -1%, 2%, i, -5%, 8%, 14, -6%
- CCN(C(=O)COC(=O)c1c(NC(C)=O)sc(C)c1C)C1CCS(=O)(=O)C1 (centres undefined)
    9%, 1%, -2%, 0%, i, -2%, 0%, -1, 0%
- CCN(CC)CC(O)COc1ccccc1C(=O)CCc1ccccc1 (centres undefined)
    12%, -3%, 11%, ?, i, -1%, -21%, -13, -15%
- CSCCC(C(=O)Nc1c(C)cccc1C)n1c(-c2ccc(-c3ccccc3)cc2)nc2ccccc21 (centres undefined)
    6%, -6%, -19%, ., ., ., 9%, -9, .
- c1ccc(CCNc2nnnn2-c2ccccc2)cc1
    -3%, -2%, 3%, 1%, i, 4%, -5%, 1, 8%
- O=C(CCc1nc(CN2CCN(S(=O)(=O)c3ccc(Br)cc3)CC2)no1)N1CCCCC1
    ., -14%, 9%, ., ?, ., ., ., -23%
- CS(=O)(=O)c1ccc(Sc2nc3ccccc3[nH]2)c([N+](=O)[O-])c1
    -4%, ?, 7%, -186%[0.0737 µM], i, 28%, -1%, ?, 25%
- O=C(CSc1nc2ccc(Cl)cc2[nH]1)NCCc1ccccc1
    -7%, -16%, 16µM*, ?, i, -97%[inhibitor], -8%, -15, -5%
- CCOC(=O)C1=C(C)OC(N)=C(C#N)C1c1cc(OC)c2c(c1)OCO2 (centres undefined)
    5%[9.24 µM], ?, -5%, 2%, ?, -10%, 1%, 7, -16%
- Cc1cc(=O)oc2cc(OC(C)C(=O)NCC3CCCO3)ccc12 (centres undefined)
    -7%, 0%, -15%, 5%, i, 7%, 2%, -2, -12%
- O=S(=O)(c1cccc(F)c1)N1CCN(c2nc(-c3cccnc3)nc3ccccc23)CC1
    11%, ?, ?, ?, i, -17%, 1%, -57*, -25%
- COc1ccccc1CN(C)C(C)C(=O)Nc1cccc(C(C)=O)c1 (centres undefined)
    -11%, -4%, ?, 9%, i, -6%, -20%, -9, -28%
- C#CCSc1n[nH]c(-c2ccco2)n1
    3%, 0%, 13%, 2%, i, -1%, 4%, 31, .
- Nc1nnc(SCC(=O)NNC(=O)c2ccccc2F)s1
    -1%, -9%, -2%, -1%, i, -1%, -2%, 7, 5%
- COc1ccc(CN=C2Nc3ccccc3CS2)cc1
    -4%, -2%, ?, ?, ., 15%, 2%, 4, .
- O=C(NCCc1ccc(Cl)cc1)c1ccc2nccnc2c1
    -1%, 18%, -9%, ?, ?, 8%, 11%, -13, 32%[activator]
- CNC(=O)CSc1nnnn1CCCOC
    7%, 14%, 17%, -24%, i, -3%, 16%, 45, -6%
- Nc1ccccc1CCc1ccccc1N
    -2%, -6%, 4%, ., i, ., -2%, ?, .
- COc1ccc2c(C#CCCO)c(-c3ccc(S(C)(=O)=O)cc3)sc2c1
    ?, 2%, 1%, 21µM*, i, ?, ?, 16, -25%
- O=C(c1ccco1)N1CCN(C(c2ccccn2)c2nnnn2C2CCCC2)CC1 (centres undefined)
    1%, 6%, ?, -2%, i, -1%, 13%, 2, 4%
- CCOc1ccccc1NC(=O)c1cccnc1
    15%, -1%, 8%, -5%, i, 1%, 25%, 3, -9%
- Cc1ccc(NC(=O)COC(=O)Cc2csc(-c3cccc(F)c3)n2)cc1C
    14%, 10%, ?, -8%, i, 0%, 11%, -22, -5%
- Cc1cc(NS(=O)(=O)c2ccc(NC(=O)CCCOc3ccc(Cl)cc3)cc2)no1
    -1%, 4%, -1%, 0%, i, 0%, -12%, 18, -5%
- CC1CCN(CC(=O)c2c[nH]c3ccccc23)CC1
    -29%, -7%, 6%, 13%, i, 15%, -11%, 9, 2%
- C/C(=C\C(=O)c1c(O)cc(C)oc1=O)N(C)C
    0%, 10%, 9%, -1%, i, -5%, 5%, -6, -35%
- Cc1onc(-c2c(Cl)cccc2Cl)c1C(=O)NCc1ccccn1
    -1%, -18%, -5%, 1%, i, -1%, 4%, 11, -3%
- Cn1ncc2c(NNC(=O)c3ccccc3Cl)ncnc21
    -1%, ?, -20%, -3%, i, ., 2%, 1, -2%
- O=C(Nc1cccc(O)c1)c1ccc(Br)cc1
    -2%, 7%, 3%, 3%, i, 2%, -5%[9.24 µM], -2, 84%[activator]

# (list continues)
# Values run as follows: HT1080 IDH1KD tx, KB-3-1 tox, KB-V1 MDR tox, MCF10A rerep, ATXN viability, SW480 rerep, HT1080NT lethal, IL-1B inflam inh, ATXN2 expr inh
- Cc1cc([N+](=O)[O-])ccc1NC(=O)CSc1nccn1C
    ., 6%, -10%, ., i, ., ., ., 13%
- O=C(CSc1nc2[nH]ncc2c(=O)n1-c1ccccc1)N1CCCc2ccccc21
    ?, 1%, -18%, -1%, i, -17%, ?, -7, 8%
- Cc1ccc(S(=O)(=O)NCC(=O)NC2CCCCCC2)cc1
    12%, -9%, -17%, -1%, i, 1%, 4%, 1, 4%
- O=C1NC(Cc2ccccc2)C(=O)N1Cc1ccccc1 (centres undefined)
    10%, 6%, 1%, 0%, i, -8%, 9%, -7, 7%
- Cc1nn(-c2ccc([N+](=O)[O-])cc2)c2c1C(c1ccc(OC(F)F)cc1)N1C(=N2)C(=O)Nc2ccccc21 (centres undefined)
    -1%, -4%, 0%, 8%, i, -6%, 3%, ?, 8%[11.3 µM]
- Cc1ccc(-n2nc3c(c2NC(=O)c2ccc4c(c2)OCO4)CS(=O)(=O)C3)cc1C
    5%, 18%, -3%, 2%, i, -5%, -1%, 0, 6%
- CC(=O)Nc1ccc(-c2csc(NCc3ccccc3)n2)cc1
    -9%, -7%, ?, -3%, i, -3%, 0%, 0, 105%[activator]
- Cc1ccc(NC(=O)Cc2nn(C)c(=O)c3ccccc23)cc1F
    ?, 7.3µM*, 2.1µM*, 9%, i, 7%, ?, -23, -10%
- CCc1ccc(/C=C2\SC(=S)N(CCC(=O)N3CCN(C)CC3)C2=O)cc1
    1%, 3%, -1%, 16%, i, ?, -4%, -7, .
- CCc1ccc(N2C=C(C(=O)OC)C(c3ccc(OC)cc3)C(C#N)=C2N)cc1 (centres undefined)
    ?, ?, 18µM*, ., ., ., ?, -25, .
- CC(C)NC(=O)C1CCN(C2CCN(C(=O)C3=CCCC3)CC2)CC1
    1%, 2%, 17%, 0%, i, 14%, 0%, 6, .
- COC(c1ccccc1)c1nnc(CCC(=O)N2CCCCCCC2)o1 (centres undefined)
    0%, 7%, -17%, 4%, i, -5%, 6%, 19, 0%
- CCOC(=O)COc1ccc(S(=O)(=O)NCc2cccnc2)cc1
    13%, 13%, 19%, -5%, i, ?, 0%, 24, 5%
- Cc1ccc2cccc(S(=O)(=O)n3nc(C)cc3C)c2n1
    -14%, -1%, -2%, 0%, i, -12%, -2%, 14, -3%
- CC(=O)NCCc1ccc(S(=O)(=O)N2CCN(c3nc(-c4ccccc4)c(C)s3)CC2)cc1
    1%, -16%, 0%, 0%, i, -5%, 2%, -9, 2%
- COc1ccc(Cl)cc1NC(=O)CSc1nnc(Cn2c(=O)sc3ccccc32)n1C
    1%, -2%, -17%, -3%, i, -5%, -2%, 28, -9%
- CCN(c1ccccc1)S(=O)(=O)c1ccc(OC)c(NC(=O)c2ccco2)c1
    -1%, 0%, ?, ., i, ., -1%, 14, .
- Cc1ccc(-c2nc(CS(=O)(=O)CC(=O)Nc3cc(F)ccc3F)c(C)o2)cc1
    -4%, 0%, -14%, 13%, i, -8%, 0%, 7, ?
- Cc1ccc(C(=O)c2oc3ccccc3c2NC(=O)Cc2coc3cc(C)ccc23)cc1
    ., 6%, 26%, ., i, ., ., ., 4%
- Cn1ncc2c(=O)[nH]nnc21
    11%, -1%, 0%, 0%, i, -1%, 11%, 1, -13%
- O=C(O)CN1C(=O)COc2cc(S(=O)(=O)N3CCCC3)ccc21
    8%, 5%, -12%, -2%, ?, -12%, 9%, 0, 6%
- COc1ccc(NC(=O)C2CCOC2=O)cc1 (centres undefined)
    1%, 1%, ?, -1%, i, 8%, 13%, -18, -20%
- Cc1ccc(NC(=O)Cn2cnc3c(=O)n(C)c(=O)n(C)c32)c(C)c1
    13%, 2%, 0%, -1%, i, 0%, 9%, 21, -7%
- Cc1ccc(S(=O)(=O)N(Cc2cc3cccc(C)c3[nH]c2=O)c2ccccc2)cc1
    4%, ?, ?, ?, i, ?, 2%, 24, -2%
- Cc1ccc(NC(=O)Cn2c(=O)c3ccc(Cl)cc3n3nncc23)cc1
    ., 16%, 3%, ., i, ., ., ., 11%
- Cc1cs/c(=N\N=C\c2ccc(O)cc2)n1Cc1ccco1
    -8%, 0%, ?, ?, i, 12%, -2%, -1, 5%
- Cc1ccc(CN2CC(C(=O)N3CC(C)CC(C)C3)CC2=O)cc1 (centres undefined)
    6%, 2%, 8%, 30%, i, ?, -1%, 7, 0%
- O=C(Nc1ccc(C2CCCCC2)cc1)C1CCCN(c2ncccn2)C1 (centres undefined)
    6%, 3%, -21%, 22%, i, 5%, 8%, 11, 10%

# Marked active in IL-1B inflam inh (from the list above):
SMILES,SW480 rerep,IL-1B inflam inh
O=S(=O)(c1cccc(F)c1)N1CCN(c2nc(-c3cccnc3)nc3ccccc23)CC1,-17%,-57*

# From PubChem
